# CHRM1 antagonist: antagonists of human M1 muscarinic receptor. P11229. CHO-K1 hM1, Fluo-8 calcium fluorescence, ACh EC80 antagonist. inhibition, % at 3 µM. actives 1.3% (n = 360,000). AID 588852;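 active = percent inhibition above its own plate's cutoff, namely the mean of that plate's compound wells plus 3 SD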;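 note: peak over basal fluorescence ratio during 140 s after agonist addition; 0% = ACh EC80 plus DMSO and 100% = DMSO alone without agonist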
# Target sequence (P11229 whole entry, looked up): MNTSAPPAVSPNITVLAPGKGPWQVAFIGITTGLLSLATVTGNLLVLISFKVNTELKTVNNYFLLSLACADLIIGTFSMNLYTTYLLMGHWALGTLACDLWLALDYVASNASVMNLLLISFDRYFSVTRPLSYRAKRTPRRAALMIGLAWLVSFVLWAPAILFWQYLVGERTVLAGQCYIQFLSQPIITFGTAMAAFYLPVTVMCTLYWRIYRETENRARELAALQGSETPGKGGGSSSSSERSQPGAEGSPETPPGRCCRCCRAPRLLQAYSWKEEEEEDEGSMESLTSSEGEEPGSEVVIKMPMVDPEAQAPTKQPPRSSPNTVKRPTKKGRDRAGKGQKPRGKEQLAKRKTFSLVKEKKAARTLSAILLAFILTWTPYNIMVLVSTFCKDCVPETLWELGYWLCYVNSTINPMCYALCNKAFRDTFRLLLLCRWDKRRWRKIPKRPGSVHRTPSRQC
# M4 antag: antagonists of human muscarinic M4 receptor (CHRM4). inhibition, % at 3 µM. P08173. actives 0.73% (n = 360,000). AID 624125. CHO-hM4 cells, ACh EC80, Fluo-8 calcium fluorescence;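 active = inhibition above its plate's cutoff, the mean inhibition of sample wells plus 3 SD, cut at about 27% in these data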;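 note: 0% = acetylcholine EC80 with DMSO and 100% = DMSO without agonist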
# M1 PAM: positive allosteric modulators of human M1 muscarinic receptor. P11229. CHO-K1 hM1, Fluo-8 calcium fluorescence, ACh EC20; 0% = ACh EC20, 100% = maximal ACh. activation, % at 3 µM. actives 0.088% (n = 360,000). AID 588819; in the data active = activation above about 19%, passing the limit was not always enough
# CHRM4 agonist: CHRM4 agonism in calcium assay; P08173; CHO-K1 hM4/Gqi5, Fluo-8 calcium fluorescence; vehicle 0%, full acetylcholine response 100%; activation, % at 3 µM; actives 0.14% (n = 360,000); AID 624127;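 active = activation above the run mean over all test wells plus 3 SD, cut at about 32% in these data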;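 note: peak over basal fluorescence ratio per well then scaled between controls; 0% = DMSO wells and 100% = acetylcholine at EC100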
# CHRM5 PAM: potentiates acetylcholine response at human M5 receptor; CHO-K1 hM5, Fluo-8 calcium, ACh EC20 PAM; 0% = ACh EC20, 100% = ACh EC100; activation, % at 3 µM; actives 0.3% (n = 360,000);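 active = activation above the run cutoff, the mean activation of all test compounds plus 3 SD, cut at about 18% in these data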
# Target sequence (P08912 whole entry, looked up): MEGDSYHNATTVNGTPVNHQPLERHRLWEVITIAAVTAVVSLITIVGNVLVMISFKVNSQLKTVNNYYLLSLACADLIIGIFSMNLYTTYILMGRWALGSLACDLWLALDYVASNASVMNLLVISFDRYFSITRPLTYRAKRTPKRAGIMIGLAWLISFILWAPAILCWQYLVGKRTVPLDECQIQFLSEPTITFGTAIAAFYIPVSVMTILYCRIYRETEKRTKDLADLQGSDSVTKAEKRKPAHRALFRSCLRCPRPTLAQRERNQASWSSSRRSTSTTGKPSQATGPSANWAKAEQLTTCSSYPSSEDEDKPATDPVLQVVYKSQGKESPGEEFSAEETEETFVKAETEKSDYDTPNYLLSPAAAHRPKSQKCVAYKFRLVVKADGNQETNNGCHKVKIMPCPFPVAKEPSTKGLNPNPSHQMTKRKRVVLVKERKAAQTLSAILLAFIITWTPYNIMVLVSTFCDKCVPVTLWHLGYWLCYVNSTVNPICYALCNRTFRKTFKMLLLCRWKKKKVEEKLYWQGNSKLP
#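 System: CHO-K1 cell line with stable human muscarinic M5 receptor expression | Also added: EC20 acetylcholine as agonist stimulus | Compound: One concentration, 3 µM final (nominal) | Timing: Fluo-8 loading 80 min at 37 °C plus 30 min room temperature | Measured by: Fluo-8 calcium dye fluorescence, kinetic read | Read-out basis: % activation, ACh-normalized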
# CRFBP-R2 agonist: agonists of human CRF-binding protein/CRF-R2 receptor complex; HEK293 CRF-R2/CRF-BP, calcium dye fluorescence (FLIPR); percent of saturating CRF peptide response; activation, % at 13.2 µM; actives 0.46% (n = 350,000); AID 588473;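 active = activation of at least 50%, plus an integration ratio under a set limit after plate pattern correction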;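 note: plate controls were neutral control wells without compound for no effect and CRF at EC100 for full effect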
# CHRM4 PAM: positive allosteric modulators of human muscarinic M4 receptor; CHO-K1 hM4/Gqi5, Fluo-8 calcium fluorescence, ACh EC20; 0% = ACh EC20, 100% = maximal ACh; actives 0.4% (n = 360,000); AID 624126; activation, % at 3 µM; P08173;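 active = activation above its plate's cutoff, the mean activation of sample wells plus 3 SD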; note: some results filed as inactive read as strong as hits
# CHRM5 agonist: CHRM5 agonism in calcium assay. activation, % at 3 µM. AID 624037. CHO-K1 hM5 cells, Fluo-8 calcium fluorescence; 0% DMSO wells, 100% maximal acetylcholine response. P08912. actives 0.19% (n = 360,000);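 active = activation above the run's mean over test compounds plus 3 SD, cut at about 23% in these data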;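 note: signal is peak over basal fluorescence ratio across the kinetic read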
# CHRM5 antagonist: CHRM5 antagonism in calcium assay; CHO-hM5 cells, Fluo-8 calcium fluorescence, ACh EC80; inhibition, % at 3 µM; actives 0.59% (n = 360,000);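 active = inhibition above a per-plate cutoff, the mean of that plate's test compounds plus 3 SD, cut at about 27% in these data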;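 note: 0% = acetylcholine EC80 with DMSO and 100% = DMSO without agonist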
# The depositor's hits bear a star; . = no result given.
# Below each compound: M4 antag	CHRM4 agonist	CHRM4 PAM	CHRM1 antagonist	CHRM5 PAM	CRFBP-R2 agonist	M1 PAM	CHRM5 antagonist	CHRM5 agonist
C=CCN(CC=C)C(=O)c1cccc(S(=O)(=O)N2c3ccccc3CC2C)c1 (stereo unspecified)
  1	2	-15	-12	2	-5.9	2	-2	0
Cc1cc(C)n(-c2ccc(C(=O)N3CCN(S(=O)(=O)c4ccc(Cl)cc4)CC3)cc2)n1
  6	3	0	-9	-4	-0.2	2	9	3
CN(C(=O)c1cccc(NC(=O)Cc2ccc([N+](=O)[O-])cc2)c1)C1CCCC1
  6	8	-4	6	-12	-0.2	-8	20	0
CN1CCCN(Cc2ccccc2C(F)(F)F)CC1
  5	1	-12	29*	-18	1.5	-25	7	-6
COc1cccc(-n2c(=O)c3sccc3n(CC(=O)NCC3CCCO3)c2=O)c1 (stereo unspecified)
  -2	-1	-7	-2	0	2.9	4	-2	-2
O=C1NC[C@H](Cc2ccc(O)cc2)N(C[C@H]2CCCN2C[C@H](Cc2ccc(O)cc2)N2C[C@H](Cc3ccc(O)cc3)N(CCc3ccccc3)C(=O)C2=O)C1=O
  3	1	11	4	-4	.	3	4	1
Cn1c(SCC(=O)NC2CCCC2)nc2cccnc21
  -2	1	0	-7	-1	-1.7	9	-4	-2
COC(=O)[C@@]1(Cc2ccc(F)cc2)[C@H]2c3cc(C(=O)N(C)C)n(Cc4ccc(Cl)c(C(F)(F)F)c4)c3C[C@H]2CN1C(=O)c1ccccc1
  -10	3	5	.	-5	.	.	4	-1
CCOc1cc(/C=N/O)cc(Br)c1OC
  -19	-1	13	-18	1	-2.2	8	2	-3
CCCCC(=O)OCC(=O)C1(O)Cc2c(O)c3c(c(O)c2C(OC2CC(NC(=O)C(F)(F)F)C(O)C(C)O2)C1)C(=O)c1c(OC)cccc1C3=O (stereo unspecified)
  23	13	-5	25	-22	33	-6	40*	33*
C#CCN1C=CC(=O)[C@@H](OC(=O)Nc2ccc(Br)cc2)[C@H]1c1ccccc1Br
  -15	9	-4	-13	-9	0.7	5	19	0
Cc1ccccc1NC(=O)c1cccc(S(=O)(=O)Nc2cccc(C(=O)O)c2)c1
  1	2	-3	-14	5	-1.0	7	7	-1
CCOc1ccc(C(CC(=O)O)NC(=O)c2cccs2)cc1OC (stereo unspecified)
  -12	0	10	-12	0	1.0	12	8	-2
COc1ccc(S(=O)(=O)N2CCN(C)CC2)cc1C(=O)Nc1ccccc1
  6	-1	3	-13	5	-1.6	11	2	0
Cc1ccc(-n2nc3c(=O)n(CC(=O)NC(C)CCc4ccccc4)nc(C)c3c2C)cc1 (stereo unspecified)
  -3	0	2	-12	5	-0.8	6	-8	-5
C=CC[C@H](CC(=O)NCCO)C(=O)N[C@@H](COC(=O)[C@H](CC=C)CC(=O)OC(C)(C)C)Cc1ccccc1
  -6	6	-3	-8	2	-2.5	4	-7	0
CCc1c(O)nc(SCC(=O)Nc2ccc3c(c2)CCC3)[nH]c1=O
  -5	0	8	-40	3	12	6	4	0
CN(Cc1ccccc1)C(=O)CCS(=O)(=O)c1ccc2c(c1)n(C)c(=O)c(=O)n2C
  -7	0	4	-10	2	-0.5	5	11	2
Cc1cc(OCCCn2ccnc2)ccc1C(C)C
  -2	2	-1	-7	-3	-3.3	0	-2	-5
CC(C)Oc1cc(F)ccc1-c1cc(C(=O)Nc2ccccc2)[nH]n1
  -7	5	-4	2	-8	.	-5	6	-1

# The list goes on, starting with the last 2 of the part before.
# Below each compound: M4 antag	CHRM4 agonist	CHRM4 PAM	CHRM1 antagonist	CHRM5 PAM	CRFBP-R2 agonist	M1 PAM	CHRM5 antagonist	CHRM5 agonist
Cc1cc(OCCCn2ccnc2)ccc1C(C)C
  -2	2	-1	-7	-3	-3.3	0	-2	-5
CC(C)Oc1cc(F)ccc1-c1cc(C(=O)Nc2ccccc2)[nH]n1
  -7	5	-4	2	-8	.	-5	6	-1
COc1ccc(C(=O)NCC(=O)N/N=C/c2ccco2)cc1OC
  -27	1	10	-1	3	-0.1	-1	-6	-1
O=C(COC(=O)c1cccc(F)c1)NC(=O)NC1CCCC1
  2	0	5	-16	7	0.5	13	6	2
O=C(Nc1cccn(Cc2c(Cl)cccc2Cl)c1=O)c1ccc(Cl)cc1Cl
  2	-1	3	-4	1	-0.7	3	6	0
COc1ccc(CCNC(=O)NC23CC4CC(CC(C4)C2)C3)cc1OC
  -8	3	1	3	-7	-0.5	-6	4	1
C/C(=N\NC(=O)c1cccnc1)c1ccc(Br)cc1
  12	0	-4	-8	-7	-1.6	-2	7	-5
CN(C(=O)COC(=O)c1ccccc1Nc1ccccc1)C1CCS(=O)(=O)C1 (stereo unspecified)
  -11	0	21	-17	4	-2.4	13	-4	4
C=CCC(O)(CC=C)CNC(=O)C1CCC(=O)N(CCCc2ccccc2)C1 (stereo unspecified)
  2	-1	-1	-9	-11	0.4	6	19	-2
CN1C[C@@H]2C[C@@H](C3=Cc4cc(Cl)ccc4OC3)N3CCC[C@@]23C1=O
  2	1	-8	-1	-5	-1.1	-15	-2	-8
CCOc1cc(C(=O)Nc2cccc(C(C)=O)c2)ccc1OCC(=O)N1CCCCC1
  -5	4	2	-7	-1	-1.9	7	-6	0
Nc1nc(-c2ccc(Cl)cc2)c(N=Nc2ccc(S(=O)(=O)N3CCOCC3)cc2)s1
  16	1	-1	-3	-2	0.6	2	6	2
CS(=O)(=O)c1ccccc1C(=O)Nc1ccc(-c2nc3ccccc3[nH]2)cc1
  2	3	-1	-4	-1	0.0	1	-7	-4
Cc1ccnc(SCC(=O)N2CCc3ccccc3C2)n1
  1	1	2	-1	7	0.6	10	-8	-3
CC(=C/c1ccccc1)/C=N/NC(=O)c1cccs1
  -3	-1	-1	-18	-5	0.4	11	3	-5
CCN(CC)C(=O)CCSc1nnc(-c2ccncc2)o1
  -8	2	7	-19	-2	-0.4	12	-3	-5
O=C(NC(c1ccc(-c2ccccc2)cc1)c1cnccn1)C1CCN(Cc2cccs2)CC1 (stereo unspecified)
  0	7	-9	12	-3	.	-3	4	0
Cc1cc(C(=O)OCC(=O)Nc2ccc(F)c(F)c2F)c(C)o1
  5	1	8	-3	-1	-1.1	6	3	-1
CCc1c(C)nc(SCc2ccccn2)[nH]c1=O
  9	1	9	8	1	-1.3	-5	3	-4
COc1cc(Cl)c(C)cc1NC(=O)c1ccccc1NC(=O)CN1CCN(C(C)=O)CC1
  -7	7	-4	-10	-4	-1.4	-1	-2	3
O=C(NNC(=O)OCc1ccccc1)OCc1ccccc1
  -8	3	2	-7	-5	-1.1	10	13	1
NC(=O)C1CCN(C(=O)C(Cc2ccccc2)NC(=O)c2ccccc2)CC1 (stereo unspecified)
  -17	2	8	-4	7	-1.8	13	-5	7

# Below each compound: M4 antag	CHRM4 agonist	CHRM4 PAM	CHRM1 antagonist	CHRM5 PAM	CRFBP-R2 agonist	M1 PAM	CHRM5 antagonist	CHRM5 agonist
O=C(CSc1nnc(-c2ccncc2)n1-c1ccccc1Cl)Nc1ccc(C(=O)O)cc1
  -9	1	15	0	7	-0.1	12	-11	1
CC(C)c1ccc(C2CC(=O)c3cnc(NC(=O)c4ccco4)nc3C2)cc1 (stereo unspecified)
  -3	5	1	2	-4	-0.1	-6	12	-3
Cc1c(Cl)cccc1NC(=S)NC(=O)c1cncc(Br)c1
  -10	1	-3	-1	3	-2.5	2	-11	-4
CC(c1ccccc1)n1cc(C(=O)NCC2CCCO2)nn1 (stereo unspecified)
  10	1	1	-21	6	1.3	3	-2	-3
Cc1nn(CCCC(=O)Nc2cccnc2)c(C)c1[N+](=O)[O-]
  -4	0	11	-11	2	-1.0	5	5	-2
Cc1cc(C)cc(C(=O)NCCC(=O)N2CCC3(CC2)NCCc2[nH]cnc23)c1
  -4	0	11	-11	5	-1.9	5	0	-6
CCOC(=O)C(=CNNc1cccc(Cl)c1)C(=O)OCC
  -11	0	1	-9	10	-1.5	5	-3	4
CC1CCCN(c2ccc3nncn3n2)C1 (stereo unspecified)
  -14	0	4	-10	9	-3.6	8	-1	-5
CCOc1ccc(C(c2c(NC(=O)c3ccccc3)sc(C)c2C)N2CCN(CCO)CC2)cc1 (stereo unspecified)
  0	3	-4	-2	2	18	14	-11	0
CCOCCN(C(=O)c1ccccc1Cl)c1cccc(C)c1C
  7	0	-4	-7	-3	1.2	5	13	-6
N#Cc1cc2c([nH]c1=S)CCCCCC2
  2	0	-3	2	-2	-1.5	1	6	-1
COC(=O)N1C(=O)[C@](CC(C)C)(c2ccccc2)N1C(=O)OC
  1	1	10	-4	9	-0.6	8	-2	2
COc1ccc(-n2c(C)cc(C(=O)COc3ccc(C)nc3[N+](=O)[O-])c2C)cc1
  -6	8	1	-3	-6	-2.0	-2	9	-2
CC(C)CN(C(=O)COC(=O)C12CC3CC(CC(Cl)(C3)C1)C2)c1c(N)n(Cc2ccccc2)c(=O)[nH]c1=O
  0	-1	0	-8	6	2.5	6	-6	1
CCCN(CCC)C(=O)C1CCN(c2ccc(S(=O)(=O)N3CCOCC3)cc2[N+](=O)[O-])CC1
  3	5	-4	4	-6	-0.5	2	8	-1
O=C(CC1CCCCC1)N1CCN(c2ccccn2)CC1
  7	2	0	-1	-2	-1.1	1	8	2
CC1=C(C(=O)N2CCCCC2)C(c2cccs2)C2=C(CCCC2=O)N1 (stereo unspecified)
  7	0	6	-2	2	0.5	6	1	0
CCN1N=C(c2ccccc2)Cn2c1nc1ccccc12
  -10	7	-1	-17	-4	0.2	3	10	-6
Cc1ccc(NC(=O)CSc2nc3[nH]c(=O)cc(O)c3s2)c(Br)c1
  5	1	3	-5	11	-0.5	8	2	2
CCc1ccc(C(C)NC(=O)c2ncn[nH]2)cc1 (stereo unspecified)
  -19	1	9	-5	0	-0.1	1	2	-4

# Below each compound: M4 antag	CHRM4 agonist	CHRM4 PAM	CHRM1 antagonist	CHRM5 PAM	CRFBP-R2 agonist	M1 PAM	CHRM5 antagonist	CHRM5 agonist
CC12CCC(=O)C=C1CCC1C2C(O)CC2(C)C1CCC2(O)C(O)CO (stereo unspecified)
  -15	1	4	-14	-3	.	8	1	1
CCCn1c(NC(=O)c2cccc(C)c2C)nc2ccccc21
  -7	-2	2	12	3	45	-5	4	-6
Cc1onc(-c2ccccc2)c1C(=O)N1CCCC1
  1	0	6	-6	-3	0.2	5	22	-4
O=C(c1ccc(Cl)nc1)N1CCN(C/C=C/c2ccccc2)CC1
  -8	2	-1	-2	0	-1.6	3	9	-2
COc1ccc(C)cc1S(=O)(=O)Nc1cc2c3c(c1)C(C)C(=O)N3CCC2 (stereo unspecified)
  7	0	-6	3	-3	-0.8	0	4	0
Cc1ccc(S(=O)(=O)N(C)CC(=O)NCc2ccncc2)cc1
  -3	0	4	-12	-2	-0.3	12	2	-1
CC(=O)Nc1cccc(-c2ccnc3c2CC(C)(C(=O)Nc2cccc(NS(C)(=O)=O)c2)O3)c1 (stereo unspecified)
  -12	0	4	-19	-4	.	23	-3	1
Cc1ccccc1CN1CCN(C(=O)CC(C)C)CC1
  -27	1	0	-13	-1	-0.8	2	0	-11
CNC(=O)Nc1ccccc1F
  1	1	10	-2	8	4.8	6	1	-1
O=S(=O)(c1ccc(Cl)cc1)N1CCn2c1nc1ccccc12
  -9	5	8	-15	-5	-0.5	2	-7	3

# Screens as filed in PubChem BioAssay.
